Bioassay records (PubChem BioAssay)
ASK1 inh – inhibitors of human ASK1 kinase | inhibition, % at 7.44 µM | actives 0.99% (n = 22,000) | AlphaScreen MKK6 phosphorylation by ASK1, luminescence | AID 1159602 | Q99683; in the data active means inhibition above about 35%;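 further: 0% = median of compound wells and 100% = no enzyme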
ULK1 primary – human ULK1 kinase inhibition, primary screen; O75385; AlphaScreen Atg13 phosphorylation by ULK1, luminescence; inhibition, % at 5.96 µM; actives 1.9% (n = 30,000); in the data active means inhibition above about 43%;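 further: 0% = median of compound wells and 100% = no enzyme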
Target sequence (O75385 whole entry, looked up): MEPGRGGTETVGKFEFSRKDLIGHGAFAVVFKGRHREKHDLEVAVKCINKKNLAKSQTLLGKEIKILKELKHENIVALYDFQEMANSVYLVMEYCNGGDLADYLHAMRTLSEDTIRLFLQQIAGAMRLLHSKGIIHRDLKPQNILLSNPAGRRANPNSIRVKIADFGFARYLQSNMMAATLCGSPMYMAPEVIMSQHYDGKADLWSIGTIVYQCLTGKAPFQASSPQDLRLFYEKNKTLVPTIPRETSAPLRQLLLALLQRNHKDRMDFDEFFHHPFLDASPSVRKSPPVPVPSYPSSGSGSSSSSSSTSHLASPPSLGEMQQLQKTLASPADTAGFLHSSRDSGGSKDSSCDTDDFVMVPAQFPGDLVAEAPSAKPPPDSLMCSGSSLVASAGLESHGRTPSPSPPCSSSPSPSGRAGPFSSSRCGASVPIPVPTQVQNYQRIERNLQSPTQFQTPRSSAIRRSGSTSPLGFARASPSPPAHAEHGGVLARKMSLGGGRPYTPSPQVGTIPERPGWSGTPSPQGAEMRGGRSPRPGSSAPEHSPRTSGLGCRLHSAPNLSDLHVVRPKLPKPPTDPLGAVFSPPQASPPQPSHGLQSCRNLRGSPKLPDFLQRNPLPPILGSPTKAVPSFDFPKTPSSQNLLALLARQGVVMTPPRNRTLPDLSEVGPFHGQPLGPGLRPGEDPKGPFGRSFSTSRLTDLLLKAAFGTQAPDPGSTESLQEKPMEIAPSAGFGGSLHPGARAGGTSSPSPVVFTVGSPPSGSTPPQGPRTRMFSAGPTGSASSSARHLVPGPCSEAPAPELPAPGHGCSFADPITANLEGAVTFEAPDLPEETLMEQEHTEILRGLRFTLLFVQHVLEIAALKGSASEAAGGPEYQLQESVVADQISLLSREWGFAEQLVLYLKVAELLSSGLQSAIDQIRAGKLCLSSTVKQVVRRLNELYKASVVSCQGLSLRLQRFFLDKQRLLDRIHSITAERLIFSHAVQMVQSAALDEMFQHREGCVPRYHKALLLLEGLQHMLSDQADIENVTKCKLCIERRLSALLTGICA
Numbers without * were called inactive; nt = no result given; & = joins results of further samples.

SMILES	ASK1 inh	ULK1 primary
COc1ccc(-c2cc(Nc3ccc(NC(C)=O)cc3)nc(N)n2)cc1	5	5
O=C(Nc1ccc2[nH]ncc2c1)[C@H]1CCCN1C(=O)C(O)c1ccc(C(F)(F)F)cc1 (stereo partly specified)	8&6	8&-6
NC(=O)c1ccc(-c2nc(NC3CC3)c3ncn(-c4ccccc4)c3n2)cc1	19	-10
CN1CCC[C@H]1c1cccnc1	nt	3
COC(=O)c1ccccc1Nc1ccnc(NC(=O)C(C)(C)c2ccccc2)c1	-22	2
COc1ccc(CNc2nc(-c3ccccc3)nc3c2ncn3C(C)C)cc1	0	-14
O=C(NCc1cccc(C(F)(F)F)c1)c1ccnc(NC2CCC(O)CC2)c1 (stereo unspecified)	-9	-1
COc1ccc(CCNC(=O)Cc2cn(-c3ccc(Nc4nc5ccccc5n4C)nn3)c3ccccc23)cc1	12	11
COc1cccc(C)c1NC(=O)c1cccc(-n2cc(NC(=O)Cc3cccc(C)c3)cn2)c1	-5	-11
OCC1CCCN1c1nc(NCc2cccc(C(F)(F)F)c2)c2ncn(Cc3ccc(C(F)(F)F)cc3)c2n1 (stereo unspecified)	21	-16
Cc1nc2sc3c(c2c(=O)[nH]1)CCC(C)C3 (stereo unspecified)	nt	8
COc1cc(Nc2cccc(C(=O)NCCOc3ccccc3)c2)cc(OC)c1OC	8	3
O=C(NCc1nc2ccccc2[nH]1)c1csc(Nc2ccc3ncccc3c2)n1	-6	-5
COc1cc(Nc2nc(Nc3ccc(-n4ccnc4)cc3)nc3c2ncn3-c2ccsc2)cc(OC)c1OC	12	0
O=S(=O)(Nc1cccc(Br)c1)c1ccc2c(c1)OCCCO2	nt	-29
CCOc1ccc2oc(C)c(C(=O)Nc3ccccc3OC)c2c1	nt	-7
OCCN1CCN(c2cc(-c3ccc(F)cc3)nc(-c3ccccn3)n2)CC1	nt	2
COc1cc(OC)nc(N2CCN(C(=S)Nc3cccc(Cl)c3)CC2)n1	nt	-23
Cc1nn(C)cc1-c1cc(C(=O)O)no1	nt	-5
Nc1ccc(-n2ncnc2-c2cccc(-n3ncc4cc(Nc5ccccc5F)ccc43)c2)cc1	-9	-27
COc1cc(N2CCOCC2)ccc1Nc1cc(Nc2ccccc2C(N)=O)c(C(F)F)cn1	-31	83*
O=C(NC1CC1)c1ccc(-c2nc(NCc3cccc(C(F)(F)F)c3)c3ncn(-c4ccsc4)c3n2)cc1	8	-19
O=C(Nc1cnn(-c2cccc(CNCCN3CCOCC3)c2)c1)Nc1ccccc1Cl	-10	-9
OC(c1cc(C(F)(F)F)nc2c(C(F)(F)F)cccc12)C1CCCCN1 (stereo unspecified)	nt	-10
c1ccc2c(-c3nc(NCCN4CCOCC4)c4[nH]cnc4n3)csc2c1	5	8
CCCOc1ccccc1C(=O)NC(CO)C(=O)O (stereo unspecified)	nt	-2
COc1cc(Nc2nc(-c3ccc(N4CCOCC4)nc3)nc3c2ncn3C2CCCCC2)cc(OC)c1OC	20	21
OCCNc1ncnc2nc(N3CCN(Cc4ccc5c(c4)OCO5)CC3)[nH]c12	0	1
CCNc1nc(NCc2cccc(C(F)(F)F)c2)nc(N(CC)CC)n1	-21	-22
COc1ccc(-c2nc(NCCc3ccc(O)cc3)c3ncn(-c4ccccc4)c3n2)cc1	-9	-51
Nc1cccc(-c2nccc(Nc3ccc(N4CCOCC4)cc3)n2)c1	3	5
CC(C)N(CCNc1cc(N2CCC(N3CCOCC3)CC2)ncn1)C(C)C	7	-7
COc1cc(NC(=O)c2cccc(-c3ccc(N4CCOCC4)nc3)c2)cc(OC)c1OC	-3	-1
Cn1nccc1Nc1nc(C(=O)NC2CC2)cs1	7	0
FC(F)(F)c1ccc(Cn2cnc3c(Nc4ccc(N5CCOCC5)cc4)nc(NCc4ccc5c(c4)OCO5)nc32)cc1	22	20
c1cc(-c2ccnc(Nc3ccc(-n4ccnc4)cc3)n2)cc(N2CCOCC2)c1	6	0
NC(C(=O)N1CCC(C(=O)Nc2ccc3[nH]ncc3c2)CC1)c1ccc(Br)cc1 (stereo unspecified)	-13	9
Nc1nc(Nc2ccccc2)cc(Nc2ccc(-n3ccnc3)cc2)n1	26	-3
Cc1cccc(OCc2nc3ccc(-c4cn[nH]c4)cc3s2)c1	-4	-6
Nc1nc(Nc2ccc3c(c2)OCO3)cc(N2CCN(Cc3ccc4c(c3)OCO4)CC2)n1	15	-18

Reformatted with the structure last: entries from further up.
| ASK1 inh | ULK1 primary | Molecule |
| --- | --- | --- |
| -31 | 83* | COc1cc(N2CCOCC2)ccc1Nc1cc(Nc2ccccc2C(N)=O)c(C(F)F)cn1 |
| 8 | -19 | O=C(NC1CC1)c1ccc(-c2nc(NCc3cccc(C(F)(F)F)c3)c3ncn(-c4ccsc4)c3n2)cc1 |
| -10 | -9 | O=C(Nc1cnn(-c2cccc(CNCCN3CCOCC3)c2)c1)Nc1ccccc1Cl |
| nt | -10 | OC(c1cc(C(F)(F)F)nc2c(C(F)(F)F)cccc12)C1CCCCN1 (stereo unspecified) |
| 5 | 8 | c1ccc2c(-c3nc(NCCN4CCOCC4)c4[nH]cnc4n3)csc2c1 |
| nt | -2 | CCCOc1ccccc1C(=O)NC(CO)C(=O)O (stereo unspecified) |
| 20 | 21 | COc1cc(Nc2nc(-c3ccc(N4CCOCC4)nc3)nc3c2ncn3C2CCCCC2)cc(OC)c1OC |
| 0 | 1 | OCCNc1ncnc2nc(N3CCN(Cc4ccc5c(c4)OCO5)CC3)[nH]c12 |
| -21 | -22 | CCNc1nc(NCc2cccc(C(F)(F)F)c2)nc(N(CC)CC)n1 |
| -9 | -51 | COc1ccc(-c2nc(NCCc3ccc(O)cc3)c3ncn(-c4ccccc4)c3n2)cc1 |
| 3 | 5 | Nc1cccc(-c2nccc(Nc3ccc(N4CCOCC4)cc3)n2)c1 |
| 7 | -7 | CC(C)N(CCNc1cc(N2CCC(N3CCOCC3)CC2)ncn1)C(C)C |
| -3 | -1 | COc1cc(NC(=O)c2cccc(-c3ccc(N4CCOCC4)nc3)c2)cc(OC)c1OC |
| 7 | 0 | Cn1nccc1Nc1nc(C(=O)NC2CC2)cs1 |
| 22 | 20 | FC(F)(F)c1ccc(Cn2cnc3c(Nc4ccc(N5CCOCC5)cc4)nc(NCc4ccc5c(c4)OCO5)nc32)cc1 |
| 6 | 0 | c1cc(-c2ccnc(Nc3ccc(-n4ccnc4)cc3)n2)cc(N2CCOCC2)c1 |
| -13 | 9 | NC(C(=O)N1CCC(C(=O)Nc2ccc3[nH]ncc3c2)CC1)c1ccc(Br)cc1 (stereo unspecified) |
| 26 | -3 | Nc1nc(Nc2ccccc2)cc(Nc2ccc(-n3ccnc3)cc2)n1 |
| -4 | -6 | Cc1cccc(OCc2nc3ccc(-c4cn[nH]c4)cc3s2)c1 |

Next section.
SMILES	ASK1 inh	ULK1 primary
CN(C)C(=O)CCSc1cc(-c2cn[nH]c2)ccc1NC(=O)[C@H]1Cc2ccccc2CN1	10	-8
CCNc1nc2ccc(C(=O)NCc3cccnc3)cc2s1	-4	2
O=C1CCCN1CCCNc1nc(Nc2nccc3ccccc23)nc2c1ncn2-c1ccsc1	-12	2
Cc1ccc(-c2ncn(-c3ccc(Nc4ncc5cccc(-c6nccs6)c5n4)cc3)n2)cn1	20	3
O=C(NC1CCN(Cc2ccccc2)CC1)c1ccnc(NC2CCN(Cc3ccccc3)CC2)c1	7	-16
CON=C1CCN(c2c(C)cccc2NC(=O)c2ccc(Br)o2)CC1	7	4
COc1cc2nc(Nc3ccc(N4CCOCC4)cc3)nc(Nc3ccccc3)c2cc1OC	56*	-11
CC(=O)c1cccc(-c2nc3ccc(C(=O)NCc4ccccc4)cc3s2)c1	13	-7
O=C(NCc1nc2ccccc2[nH]1)c1cnc(-c2ccccc2)s1	8	0
O=C(NCCOc1ccccc1)c1ccnc(Nc2ccncn2)c1	6	7
CCN1CCc2nc(N)oc2CC1	nt	1
COc1ccc2c(c1)CCCC2=O	nt	7
Cc1nn(C(=O)c2cccc(S(=O)(=O)N3CCC(C)CC3)c2)c(C)c1S(=O)(=O)N1CCCC1	nt	3
Nc1nc(-c2ccc(N3CCOCC3)nc2)nc2c1ncn2Cc1ccc(C(F)(F)F)cc1	-3	-28
COc1cc(Nc2cc(Nc3ccccc3C(N)=O)ccn2)cc(OC)c1OC	10	13
CCCNC(=O)c1ccc2nc(Nc3ccnn3C)sc2c1	-3	-40
Cc1nc(-c2ccccn2)cc(N2CCC(O)CC2)n1	nt	1
CCN(CC)c1nc(NCCN(C(C)C)C(C)C)nc(N2CCCC2CO)n1 (stereo unspecified)	-8	-7
COc1ccc(CCNc2nc(-c3c(C)nn(C)c3C)nc3nc[nH]c23)cc1	2	4
COc1ccc(N2CCOCC2)cc1Nc1cc(Nc2ccccn2)c(C(F)(F)F)cn1	20	17
COc1nc(Nc2ccc(Oc3ccccc3)cc2)nc(-c2cccc(N)c2)n1	6	-15
O=C(NC1CC1)c1ccc(-c2nc(C(=O)NC3CC3)cs2)cc1	-16	-5
CC(C)(CO)NC(=O)c1cccnc1Nc1ccc2[nH]ncc2c1	-4	-5
Cc1nn(C)c(C)c1-c1nccc(NCCOc2ccccc2)n1	-9	2
Cc1cnc(Nc2ccc(N3CCOCC3)cc2)nc1NC1CC1	18	38
CCN(CC)C(=O)C1CCCN(c2ncc(C(=O)Nc3ccc(Oc4ccccc4)cc3)s2)C1 (stereo unspecified)	4	-5
CC(=O)OCC[N+](C)(C)C	nt	-2
c1ccc(CN2CCC(Nc3nc(Nc4ccc(N5CCOCC5)cc4)c4ncn(-c5ccsc5)c4n3)CC2)cc1	20	16
O=C(Cc1cn(-c2ccc(N3CCC(N4CCOCC4)CC3)nn2)c2ccccc12)Nc1ccc(N2CCOCC2)cc1	-1	19
O=C1CCCN1CCn1cnc2c(NCc3cccc(C(F)(F)F)c3)nc(NCc3cccnc3)nc21	-15	-11
COc1cc2nc(Nc3ccnn3C)nc(Nc3ccc(NC(C)=O)cc3)c2cc1OC	8	-7
O=C(Nc1ccccc1)c1ccc2nc(NCCCN3CCCC3=O)sc2c1	-2	2
CC(=O)Nc1ccc(Nc2cc(Nc3ccncn3)ncn2)cc1	11	62*
Cc1cc(Nc2ccc(Oc3ccccc3)cc2)nc(-c2csc3ccccc23)n1	5	-8
OCCNc1nc(N2CCc3ccccc3C2)nc2c1ncn2-c1ccsc1	1	-8
CC(C)n1cnc2c(N)nc(N3CCN(Cc4ccc5c(c4)OCO5)CC3)nc21	-25	-4
c1ccc(CNc2nc(Nc3ncccn3)nc3nc[nH]c23)cc1	-8	-2
COc1cccc(COC(=O)Nc2ccc(-c3cn[nH]c3)cc2N(C)C)c1	16	-12
CCN(CC)C(=O)Nc1ccc(I)cc1	nt	-3
O=C(NC1CCN(Cc2ccccc2)CC1)c1cc(NCc2cccnc2)nc2ccccc12	-1	-5
Cc1cnc(Oc2ccccc2)nc1NCCN1CCOCC1	14	15
CCCNc1cc(NCCN2CCOCC2)ncn1	8	-6
Cc1ccc(-n2nnnc2CNC(=O)NCc2cccc3ccccc23)cc1	nt	-7
O=C(NCc1ccccc1)c1ccc2nc(NCCCN3CCCC3=O)sc2c1	-16	2
Cn1cc(-c2ccccc2NC(=O)Cc2ccccc2Cl)cn1	nt	2
O=C(N/N=C/c1cc2c(cc1Br)OCO2)c1ccc(Br)cc1	nt	0
CC1CN(c2[nH]c(=O)n(C)c(=O)c2Cc2ccc(C(C)(C)C)cc2)CC(C)O1 (stereo unspecified)	nt	-2
CSCC[C@H](NC(=O)[C@@H](N)Cc1c[nH]c2ccccc12)C(=O)N[C@@H](CC(=O)O)C(=O)N[C@@H](Cc1ccccc1)C(N)=O	nt	-6
COc1cc(Nc2ncnc3c2nc(N2CCc4ccccc4C2)n3C(C)C)cc(OC)c1OC	15	-7
CC(C)n1cnc2c(NC3CC3)nc(N3CCC(N4CCOCC4)CC3)nc21	4	3
Cc1c(O)c(=O)ccn1C	nt	-17
Cc1cc(N(C)C)nc(N2CCN(S(=O)(=O)c3ccc(I)cc3)CC2)n1	nt	-5
c1ccc(Oc2ccc(Nc3nc(-c4ccc(N5CCOCC5)nc4)nc4c3ncn4C3CCCCC3)cc2)cc1	10	7
CC(C)(C)CN1CCC(NC(=O)c2cccc(-n3cc(NC(=O)Nc4ccccc4)cn3)c2)CC1	-10	-2
CC(=O)Nc1ccc(Nc2nc(NCc3cccnc3)nc3c2ncn3-c2ccsc2)cc1	11	55*
c1ccc(CNc2nc(-c3ccc(N4CCOCC4)nc3)nc3c2ncn3-c2ccsc2)cc1	-1	-7
CC(=O)Nc1ccc(NC(=O)c2cc(NCc3cccnc3)nc3ccccc23)cc1	1	28
FC(F)(F)c1ccc(Cn2cnc3c(Nc4ccc(N5CCOCC5)cc4)nc(N4CCOCC4)nc32)cc1	25	-1
Nc1nc(NCc2ccc3c(c2)OCO3)cc(Nc2ccccc2)n1	0	8
CC(C)n1c(Nc2cccc(N(C)C)c2)nc2c(NC3CC3)ncnc21	6	-1
Later entries:
SMILES	ASK1 inh	ULK1 primary
CCc1ccccc1N(CC(=O)Nc1ccc(C(C)C)cc1)S(C)(=O)=O	nt	-26
O=C(NCc1ccccc1)c1cccc(Nc2ccc(-n3ccnc3)cc2)c1	10	-3
Cc1nc2ccc(NC(=O)c3cccc(-n4cc(NC(=O)Cc5ccccc5)cn4)c3)cc2o1	7	0
O=C(NCc1ccccc1)c1cnc2cc(-c3cn[nH]c3)ccn12	-1	0
CN(C(=O)CN(CCO)CC(=O)N(C)C(C)(C)Cc1ccccc1)C(C)(C)Cc1ccccc1	nt	-12
O=C(O)/C=C/C(=O)Nc1ccc(S(=O)(=O)Nc2nccs2)cc1	nt	-9
CCN(CC)C(=O)C1CCCN(c2nc(NCCO)c3ncn(C4CCCCC4)c3n2)C1 (stereo unspecified)	-6	-5
O=C(NC1CC1)c1ccc(-c2nc(Nc3ccc(N4CCOCC4)cc3)c3ncn(-c4ccccc4)c3n2)cc1	29	2
c1cnc(Nc2cc(NC3CC3)ncn2)nc1	-20	-3
COc1cccc(CNC(=O)c2cn(-c3cccc(OC)c3)c3cc(-c4cn[nH]c4)ccc23)c1	-19	-42

With a hit mark in ASK1 inh, among the entries above:
SMILES	ASK1 inh	ULK1 primary
COc1cc2nc(Nc3ccc(N4CCOCC4)cc3)nc(Nc3ccccc3)c2cc1OC	56*	-11
